Screening results (PubChem)
DTT redox prof – compounds producing H2O2 with reducing agent – biochemical, NIH compound library profiling, artefact control for MLSCN library redox annotation, primary screen | DTT-dependent redox cycling H2O2, phenol red/HRP absorbance; 100% = 100 µM peroxide control, 0% = buffer | activation, % at 10 µM | 200,000 tested, 0.03% active | AID 878;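 active means activation of at least 50% relative to the plate's high and low controls in the primary single-dose screen; inactive means activation below 50%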;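 further: compound incubated with DTT at 0.8 mM final as the reducing agent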
Hsp70 activator – switches on Hsp70 transcription | 200,000 tested, 0.04% active | activation, % at 10 µM | AID 1203 | HeLa Hsp70 promoter luciferase reporter, luminescence; scaled: vehicle 0, proteasome-inhibitor control 100%;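 active means activation above the mean across all tested compounds plus 3 SD, cutoff set per campaign, cut at about 5.5% in these data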;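 further: 100% = MG132 at 30 µM as the positive control and 0% = DMSO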
Diaphorase inh – inhibits diaphorase or chemically oxidizes, flagging diaphorase assay artifacts. diaphorase resazurin-to-resorufin fluorescence, NADH, 16 min; bacterial (C. kluyveri) enzyme, not human. inhibition, % at 20 µM. 190,000 tested, 0.69% active;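 active means primary screen inhibition at 20 µM above a set limit, cut at about 50% in these data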;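 further: plate controls were DMSO with full reaction for no effect and wells lacking NADH for full effect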
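Detection: fluorescence of resorufin formed from resazurin, Ex 544/Em 590 nm; test system: Clostridium kluyveri diaphorase enzyme; amount: 0.14 U/mL diaphorase, enzyme working solution; times: 16-min room-temperature incubation before reading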
Lmaj promast – reduces viability of Leishmania major promastigotes. resazurin fluorescence viability. inhibition, % at 10 µM. 200,000 tested, 9% active. AID 1063;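 further: promastigotes grown with compound for 44 hours at 28 °C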
G6PDH counter – inhibits Leuconostoc G6PDH, flagging false hits in G6PDH-based assays; 200,000 tested, 0.12% active; AID 1020; Purified L. mesenteroides G6PDH, diaphorase/resazurin coupled fluorescence, 45 min; inhibition, % at 5 µM
PMI activator – activators of human phosphomannose isomerase; P34949; AID 1214; 190,000 tested, 0.005% active; activation factor at 20 µM; purified human PMI, coupled resazurin fluorescence, 20 min; hits give high values; 1 = vehicle control, 0 substrate-free wells;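 active means activation factor of 2 or more at 20 µM, relative to plate controls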
Target sequence (P34949 whole entry, looked up): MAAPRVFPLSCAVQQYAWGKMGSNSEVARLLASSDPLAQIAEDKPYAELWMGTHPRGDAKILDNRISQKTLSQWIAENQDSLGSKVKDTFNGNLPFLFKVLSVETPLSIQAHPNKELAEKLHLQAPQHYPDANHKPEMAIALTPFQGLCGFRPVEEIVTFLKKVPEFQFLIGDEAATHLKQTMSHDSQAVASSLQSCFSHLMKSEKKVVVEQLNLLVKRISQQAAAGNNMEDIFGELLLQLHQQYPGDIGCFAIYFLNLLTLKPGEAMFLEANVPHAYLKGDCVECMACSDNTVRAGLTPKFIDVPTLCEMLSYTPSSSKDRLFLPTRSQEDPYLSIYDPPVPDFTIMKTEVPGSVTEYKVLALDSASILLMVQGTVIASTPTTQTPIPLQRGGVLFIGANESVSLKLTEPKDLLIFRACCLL
RAM network inh – yeast RAM network inhibition | inhibition, % at 50 µM | S. cerevisiae dse1pr::URA3 reporter, 5-FOA growth OD615, 2 d; analog-sensitive cbk1-as2 kinase mutant strain | 190,000 tested, 1.8% active | AID 868;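 active means inhibition above a set limit, 3 SD over mean compound inhibition, cut at about 8.4% in these data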;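 further: 0% = DMSO-only wells with no growth and 100% = 10 µM 1-NA-PP1 full growth; inhibition rescues growth on 5-FOA so higher OD means more RAM inhibition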
Diaphorase act – counter-screen for diaphorase-based assays: diaphorase activators and chemical reducers; Diaphorase/resazurin coupled assay, resorufin fluorescence, 16 min; hits give high values; 1 = vehicle wells, 0 = NADH-free wells; activation factor at 20 µM; 190,000 tested, 0.005% active;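 active means diaphorase activity raised at least twofold by the compound at 20 µM; inactive means activation factor below 2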
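Assay system: bacterial diaphorase enzyme (C. kluyveri) / Input: enzyme 0.07 U/mL final / Medium: 50 mM HEPES pH 7.4 with 4.542 mM MgCl2, 0.005% Tween 20 / Doses: single compound dose of 20 µM, 1% DMSO final / Incubation: 16 min enzyme reaction, ambient temperature / Signal: fluorescence, excitation 544 nm and emission 590 nm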
TLR4 MyD88 comp – inhibitors of human TLR4-MyD88 binding; 200,000 tested, 0.18% active; HeLa CL3-4 TLR4/MyD88 BLA complementation, FRET ratio; inhibition, % at 8.4 µM; O00206+Q99836; in the data active means inhibition above about 25%;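 further: 0% = vehicle and 100% = reference inhibitor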
PMI act hi M6P – increases human PMI activity with near-saturating mannose 6-phosphate; P34949; coupled PMI enzyme assay, resazurin fluorescence, 20 min; hits give high values; 1 = untreated enzyme, 0 = substrate-free blank; activation factor at 20 µM; 190,000 tested, 0.34% active;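 active means activation factor of 2 or more at 20 µM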
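test system = human PMI in coupled enzyme assay | medium = HEPES-buffered pH 7.4 with magnesium and detergent | also added = 1.0 mM mannose-6-phosphate substrate with 0.22 mM NADP+ | compound = 20 µM single dose | times = 20 min incubation at room temperature | measured by = resorufin fluorescence (Ex 544/Em 590 nm) from resazurin via diaphorase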
S1P3 antag – blocks the human S1P3 receptor | CHO S1P3 NFAT-BLA reporter, FRET fluorescence, antagonist mode | inhibition, % at 4.98 µM | 170,000 tested, 0.27% active;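 active means inhibition above the plate cutoff, the mean inhibition of test wells on that plate plus 3 SD, cut at about 28% in these data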;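 further: cells challenged with S1P at its EC80 of 0.8 µM; blue over green emission ratio from cleaved BLA substrate after 4 h stimulation; 0% = S1P-stimulated wells and 100% = unstimulated DMSO-only wells; some compounds past the cut are filed as inactive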
Target sequence (Q99500 whole entry, looked up): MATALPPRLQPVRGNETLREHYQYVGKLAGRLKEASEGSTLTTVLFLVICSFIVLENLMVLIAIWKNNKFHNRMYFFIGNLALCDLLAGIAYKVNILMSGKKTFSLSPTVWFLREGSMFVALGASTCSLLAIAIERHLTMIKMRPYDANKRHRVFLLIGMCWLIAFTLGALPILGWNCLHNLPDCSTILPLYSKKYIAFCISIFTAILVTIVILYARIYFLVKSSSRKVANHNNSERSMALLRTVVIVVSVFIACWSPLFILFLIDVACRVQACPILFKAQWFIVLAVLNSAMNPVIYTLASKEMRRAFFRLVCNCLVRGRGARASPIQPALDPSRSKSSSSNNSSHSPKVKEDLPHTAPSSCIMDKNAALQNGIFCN
* marks the source's active call; other numbers are inactive results; / = not tested or not shown. Unless noted, no stated cut-off is given here; in the data, active means inhibition above about 50%; inactive means the rest. Random draw from the library (roughly 12% active in at least one column).

SMILES	DTT redox prof	Hsp70 activator	Diaphorase inh	Lmaj promast	G6PDH counter	PMI activator	RAM network inh	Diaphorase act	TLR4 MyD88 comp	PMI act hi M6P	S1P3 antag
CN(Cc1cnccn1)Cc1nc(Cc2ccccc2Cl)no1	-0.2	-0.3	-19	-9	14	1.1	0.2	1.2	-8	1.1	1
N#CC1=C(N)SC(N)=C(C#N)C1CCc1ccccc1	0.6	-0.3	33	-6	-24	1.1	1.4	0.7	6	1.3	-4
O=C(O)C1=NOC(CNC(=O)c2ccccc2Cl)C1 (stereo unspecified)	-0.7	-0.2	4	1	7	1.1	0.7	1	3	1.1	5
CNC(=S)N(CCc1c(C)[nH]c2ccc(Cl)cc12)Cc1cc(OC)c(OC)c(OC)c1	2.2	-0.1	13	16	21	0.9	3.2	0.9	-7	0.9	0
CCOC(=O)C1(CCc2ccccc2)CCN(C(=O)c2cccc(C)n2)CC1	-0.6	-0.2	-18	4	17	1.1	2.1	1.2	-7	1.1	8
Cc1cc2cc(CCNC(=O)c3ccc(C)c([N+](=O)[O-])c3)c(=O)[nH]c2cc1C	-0.7	-0.1	72*	10	19	0.7	6.5	0.3	-9	0.9	2
c1ccc2c(c1)Cn1c-2nc2ccccc21	-3.4	-0.3	11	3	-20	0.9	-0.5	0.9	2	0.9	-24
C/C(=N\NC(=O)CN(c1ccc(Oc2ccccc2)cc1)S(C)(=O)=O)C(C)(C)C	-0.3	0.3	17	46	4	1	1.8	0.8	0	0.8	4
Cc1ccc(NC(=O)N2CCC(O)(c3ccc(Cl)cc3)CC2)cc1	1.2	0.4	13	9	5	0.9	1.3	0.9	9	0.9	-15
O=c1n(-c2ccc(Br)cc2)cnn1-c1ncccc1[N+](=O)[O-]	-0.4	0.6	-2	1	10	1	4.5	1	3	1	-13
CCOC(=O)c1cnc2c(Cl)c(Cl)ccc2c1N1CCN(C)CC1	0.0	-0.1	21	11	5	0.9	1.3	0.8	-20	0.9	-16
CCOC(=O)c1[nH]c(C)c(/C(O)=C2\C(=O)C(=O)N(CCN3CCOCC3)C2c2ccco2)c1C (stereo unspecified)	0.9	0.0	13	-11	10	1	-1.0	0.9	3	0.9	-9
Cc1cccc(N(CC(=O)O)CC(=O)O)c1	-0.1	-0.1	9	3	-9	1	0.6	0.9	9	0.9	-17
CC1CCC(NC(=O)C(NC(=O)c2ccccc2)C(C)C)CC1 (stereo unspecified)	0.7	0.1	-13	-2	5	1	3.6	1.1	-8	1.1	-9
Cc1ccc(O)c(CC(C)C)n1	3.0	-0.3	7	-5	-1	1	0.9	0.9	-2	1	19
O=C1CCCN1S(=O)(=O)c1ccccc1	-0.6	-0.2	0	-8	-2	1	3.9	1	-1	1	-14
O=C(NC1CCCC1)C(c1ccccn1)N(C(=O)c1csnn1)C1CCCCC1 (stereo unspecified)	3.1	0.3	-3	-1	3	1.1	0.9	1	8	1.1	/
CCOC(=O)CSc1nc(CC)nc2ccccc12	1.7	-0.3	13	-3	2	1	0.6	0.9	-12	1	11
Cc1ccc(-n2cc(CNCCCN3CCCC3=O)c(-c3ccc(F)cc3)n2)cc1	0.3	-0.3	-4	14	10	1	-0.5	1	-9	1	2
CC(C)OC(=O)c1ccc(NC(=O)C2C3CC4OC(=O)C2C4C3)cc1 (stereo unspecified)	0.4	0.1	11	-4	6	1	2.0	0.9	-11	1	13
CCOC(=O)CC(=O)CSc1nc2ccc(OC)cc2cc1C	-0.5	-0.4	6	-3	9	0.9	5.2	0.9	4	0.9	4
CCn1c(SCC(=O)Nc2nccs2)nnc1-c1ccccc1	-0.3	-0.4	10	2	-8	0.9	1.5	0.9	-5	0.9	8
CCc1ccc(CNc2ccc3c(c2)ncn3C)cc1	0.3	0.0	12	28	10	0.8	0.5	0.9	-10	0.8	-10
CCOC(=O)C1CCCN(c2c(N3CCN(c4cccc(Cl)c4)CC3)c(=O)c2=O)C1 (stereo unspecified)	0.0	-0.4	16	-3	9	1	2.1	0.8	-20	1	-14
C=CCNC(=S)NNC(=O)c1ccco1	-0.1	0.3	7	-6	13	0.9	-0.7	0.9	7	0.8	-16

More compounds.
SMILES	DTT redox prof	Hsp70 activator	Diaphorase inh	Lmaj promast	G6PDH counter	PMI activator	RAM network inh	Diaphorase act	TLR4 MyD88 comp	PMI act hi M6P	S1P3 antag
CCOc1cc(C2C(C#N)=C(N)Oc3n[nH]c(CC)c32)ccc1OCCN1CCOCC1 (stereo unspecified)	1.2	-0.3	0	8	15	1	0.7	1	-1	0.9	-22
Cc1nn(-c2ccccc2)c2c1C(c1ccc(F)cc1F)C(C#N)=C(N)O2 (stereo unspecified)	2.0	-0.2	22	22	2	1.1	0.9	0.8	4	1.3	/
Cc1ccc(S(=O)(=O)c2nc(S(C)(=O)=O)sc2NCc2ccc3c(c2)OCO3)cc1	0.8	-0.4	16	27	7	0.9	2.0	0.8	-2	1	-18
CCCCC(CC)Cn1c(O)c(/C=C2\C=NN=C2c2ccccc2)sc1=S (stereo unspecified)	0.2	-0.3	20	5	3	0.9	2.7	0.8	2	0.8	3
Cc1ccccc1NNC(N)=S	-1.6	-0.1	20	-13	7	1.3	0.8	0.8	-8	1.2	-9
CN(c1ccc(OCC(=O)N2CCC(C(N)=O)CC2)cc1)S(=O)(=O)c1cccs1	0.3	-0.3	13	-2	6	1.1	0.9	0.9	-9	1.1	/
N/C(COc1ccccc1)=N\NS(=O)(=O)c1ccccc1	1.7	-0.4	16	-5	-5	0.9	0.0	0.8	9	0.9	/
CCOc1cc(N2CCOCC2)c(OCC)cc1NS(=O)(=O)c1ccc(Cl)s1	0.3	-0.2	27	-3	21	0.8	1.9	0.7	-3	0.5	-4
CCOC(=O)c1c(C)n(C)c2ccc(OCC(N)=O)cc12	-0.6	0.6	25	-4	-23	0.8	3.3	0.7	-5	0.8	-11
CC(C)=CC(=O)Nc1ccccc1C(N)=O	-1.0	0.0	14	-5	11	1	1.6	0.9	1	1	8
CC(=O)Nc1ccc(/C=N/N2C(C)CCCC2C)cc1 (stereo unspecified)	-1.9	-0.3	6	-6	24	1.2	-0.2	0.9	-4	1	-7
c1ccc2sc(NN=C3CCCC3)nc2c1	-0.4	-0.2	2	57*	2	1.1	-2.2	1	5	1	-2
COc1cc(C(=O)NNC(=O)c2cc(C)[nH]n2)cc(OC)c1OC	0.1	0.0	12	10	8	1	1.5	0.9	1	1	-15
CCCC(=O)N(c1ccccc1)C1C=CS(=O)(=O)C1 (stereo unspecified)	-0.1	-0.2	-3	-2	4	1.2	2.6	1	-4	1.1	-7
Fc1ccc(Nc2nc(-c3ccncc3)cs2)cc1	0.0	-0.1	2	12	-4	1.1	1.1	1	12	1.1	5
Cc1c(NC(=O)COC(=O)c2ccc(F)c(S(=O)(=O)N3CCOCC3)c2)c(=O)n(-c2ccccc2)n1C	-2.3	-0.2	-25	-5	8	1.3	1.3	1.3	-2	1.3	-16
Cc1ccc(-c2nnn(C/C(N)=N/O)n2)cc1	-0.3	-0.3	/	1	4	/	-0.2	/	3	/	-5
Cc1ccc(-c2nc(CN3CCCCC3CCN3CCCC3=O)c(C)o2)o1 (stereo unspecified)	1.2	-0.3	/	1	10	/	0.1	/	10	/	9
CCCNC(=O)C(NS(=O)(=O)c1cccc2nsnc12)c1ccccc1 (stereo unspecified)	-5.0	-0.4	9	0	6	1.1	1.4	0.9	2	1.1	4
CCOC(=O)c1cccc(NC(=O)C2(S(=O)(=O)c3ccc(C)cc3)CC2)c1	-0.4	-0.4	16	0	-13	0.9	2.1	0.8	0	1	-1
Cc1cc(C(=O)CCl)c(C)n1-c1cccc([N+](=O)[O-])c1	-1.3	0.1	16	101*	-2	1.2	4.3	0.8	10	1	-15
C=CCc1ccccc1OCCSc1nc2ccc([N+](=O)[O-])cc2s1	1.5	-0.4	13	-2	-6	0.9	11*	0.9	-10	0.9	-6
COC(=O)C1C2C=CC3(CN(c4cccc(C)c4)C(=O)C13)O2 (stereo unspecified)	1.7	-0.4	15	-7	3	1	1.3	0.9	-3	1	22
Cc1cc(SCC(=O)c2cccs2)n2nc(C)c(-c3ccccc3)c2n1	0.1	-0.6	12	18	2	0.9	1.2	0.9	4	1	-2
O=C(O)C1CCCCC1C(=O)N1CCCC1 (stereo unspecified)	-0.2	-0.2	4	-3	14	1	0.1	1	6	1.1	-11

Remaining list, next part.
SMILES	DTT redox prof	Hsp70 activator	Diaphorase inh	Lmaj promast	G6PDH counter	PMI activator	RAM network inh	Diaphorase act	TLR4 MyD88 comp	PMI act hi M6P	S1P3 antag
COc1ccc(N2CCN(C(=O)CNS(=O)(=O)c3ccc(C)c(C)c3)CC2)cc1	-1.1	-0.2	18	6	-1	0.9	-0.4	0.8	4	0.8	-29
CN(C)CCN(C(=O)CCc1ccccc1)c1nc2c(F)cc(F)cc2s1	-1.8	-0.2	14	3	-3	1.1	-1.0	0.9	-1	1.1	-7
O=C(O)c1ccc2c(c1)C(=O)N(c1ccc(/C=C/C(=O)c3ccccc3)cc1)C2=O	-1.6	-0.1	19	-2	13	0.9	4.3	0.8	-1	0.9	-2
COc1ccc(NS(=O)(=O)c2cccc(N3CC(O)=C(c4ccccc4)C3=N)c2)cc1	-0.2	-0.2	20	-1	-10	1.1	0.1	0.8	7	1.1	-17
O=[N+]([O-])c1cccc(/C([O-])=C(/C(=S)Nc2ccccc2)[n+]2ccccc2)c1	-0.1	-0.2	2	-1	19	0.8	1.1	1	-3	0.8	3
CC(C)(C)[C@H]1C=C(C(=O)N2CCN(Cc3ccccc3)CC2)O[C@@H](OCCCCO)C1	0.7	-0.1	-14	-1	13	1.1	2.7	1.1	-6	1.1	13

4 compounds from above, arranged by their value in TLR4 MyD88 comp, ascending:
structure	DTT redox prof	Hsp70 activator	Diaphorase inh	PMI activator	RAM network inh	TLR4 MyD88 comp	PMI act hi M6P	S1P3 antag
O=[N+]([O-])c1cccc(/C([O-])=C(/C(=S)Nc2ccccc2)[n+]2ccccc2)c1	-0.1	-0.2	2	0.8	1.1	-3	0.8	3
CN(C)CCN(C(=O)CCc1ccccc1)c1nc2c(F)cc(F)cc2s1	-1.8	-0.2	14	1.1	-1.0	-1	1.1	-7
COc1ccc(N2CCN(C(=O)CNS(=O)(=O)c3ccc(C)c(C)c3)CC2)cc1	-1.1	-0.2	18	0.9	-0.4	4	0.8	-29
COc1ccc(NS(=O)(=O)c2cccc(N3CC(O)=C(c4ccccc4)C3=N)c2)cc1	-0.2	-0.2	20	1.1	0.1	7	1.1	-17
